Bioassay records as filed in PubChem BioAssay.
NadD block – NadD (S. aureus) enzyme inhibition; purified NadD enzyme, colorimetric absorbance read-out; inhibition, % at 20 µM; actives 0.78% (n = 360,000); AID 602399; in the data active = inhibition above about 26%; note: some compounds past the cut are filed as inactive
STEP inh – STEP (human) phosphatase inhibition; P54829; recombinant STEP, OMFP fluorogenic substrate, fluorescence; inhibition, % at 20 µM; actives 0.25% (n = 360,000);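 active = inhibition at 20 µM, scaled per plate between control wells, above about 37%, limit read from the data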;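 note: 0% = DMSO with enzyme and substrate and 100% = substrate only without enzyme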
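Measure: Control-normalized % inhibition with plate pattern correction | Test system: STEP phosphatase, cell-free reaction | Medium: pH 6.0 Bis-Tris with DTT and Tween 20 | Technique: Fluorescence, 480/540 nm | Times: Reaction 20 min, ambient temperature | Doses: Single compound dose of 20 µM, 1% DMSO final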
Rin1-Abl PPI inh – inhibitors of human Rin1-Abl protein interaction; actives 0.4% (n = 360,000); inhibition, % at 7.35 µM; P00519+Q13671; AID 588664; TR-FRET Rin1/Abl binding, biochemical; in the data active = inhibition above about 5%, passing the limit was not always enough
Scp1 inh – inhibitors of human Scp-1 phosphatase; Recombinant Scp1, phosphopeptide, malachite green phosphate absorbance; inhibition, % at 20 µM; actives 0.88% (n = 340,000);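 active = inhibition above about 50% at 20 µM, limit read from the data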;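 note: plate controls were DMSO wells with enzyme for no effect and wells lacking enzyme for full effect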
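Test system: SCP-1 phosphatase catalytic domain, residues 76-261; measured by: colorimetric phosphate reagent with accelerator and stabiliser, absorbance at 630 nm; timing: enzyme reaction 45 min at room temperature, colour 5 min, stabilisation 30 min; also added: Phosphorylated 17-residue peptide substrate; compound dosing: one concentration, 20 µM, with 1.0% DMSO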
Rpn11 block – inhibitors of human proteasome Rpn11. human 26S proteasome, Ub4-pepOG fluorescence polarization; 20S core pre-blocked with epoxomicin. actives 0.59% (n = 360,000). O00487. AID 588493. calls only at 20 µM;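 active = inhibition at 20 µM, scaled to each plate's controls, above about 33%, limit read from the data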
Neddyl block – blocks human cullin neddylation; P61081+Q13564; TR-FRET cullin neddylation, biochemical; calls only at 25 µM; actives 0.58% (n = 360,000); AID 651699; in the data active = inhibition above about 36%
LMPTP block – blocks human LMPTP phosphatase. recombinant LMPTP-A, OMFP fluorogenic substrate, fluorescence intensity. inhibition, % at 20 µM. actives 0.22% (n = 360,000). AID 651560;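 active = compounds that cut the enzyme signal by at least half of the control window in the single-dose screen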;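 note: plate controls were DMSO wells with enzyme plus substrate for no effect and substrate without enzyme for full effect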
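Test system: LMPTP-A phosphatase enzyme. Amount: LMPTP-A at 0.625 nM final in the reaction. Reagent: OMFP substrate, 400 µM final. Times: 50 min at room temperature. Signal: endpoint fluorescence intensity from OMFP dephosphorylation. Read-out basis: % inhibition. Benchmarks: no-enzyme and uninhibited controls.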
CSN inh – blocks human CSN-mediated cullin deneddylation | Q92905 | actives 0.38% (n = 360,000) | Purified CSN, SCF-Nedd8-OG deneddylation, fluorescence polarization | inhibition, % at 12.5 µM | AID 651999;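 active = pattern-corrected inhibition above about 35%, with an unprinted fluorescence ratio check between 0.5 and 1.5, limit read from the data, passing the limit was not always enough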;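 note: 0% = enzyme with substrate and 100% = substrate without enzyme; some results filed as inactive read as strong as hits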
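test system = HEK293T-derived human Csn5 enzyme | amount = 0.24 nM Csn5 enzyme, final concentration | medium = Tris/NaCl/DTT buffer, pH 7.5 | schedule = 90 min reaction at room temperature | signal = FP | evaluation = inhibition of Csn5 cleavage, % | compound dosing = single dose of 12.5 µM compound with 0.25% DMSO | probe or stimulus = 10 nM SCFSkp2-Nedd8OG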
SUMO1-SIM PPI – SUMO1-SIM interaction modulation; P63165; SUMO1 binding to a labelled peptide, TR-FRET, 1 h; inhibition, % at 20 µM; actives 0.33% (n = 360,000); in the data active = inhibition above about 37%
DNMT1 inh – blocks human DNA methyltransferase DNMT1 | P26358 | DNMT1 molecular beacon, Hinp1I cleavage, fluorescence | inhibition (reported as % activation of signal), % at 10 µM | actives 0.83% (n = 360,000); in the data active = inhibition above about 50%
Numbers without * were called inactive; i = inactive; · = no result given. Rows are unselected; overall some 3.8% were active at least once.

Order of values – STEP inh, Rpn11 block, Neddyl block, CSN inh, Rin1-Abl PPI inh, NadD block, LMPTP block, SUMO1-SIM PPI, Scp1 inh, DNMT1 inh
COc1ccc(C(C)=O)cc1CSc1nc2ccccc2o1
 : 1.0, i, i, -5.7, -0.5, -8.0, -0.8, 1.1, -3.4, -9.6
COc1cccc(C(=O)N(c2ccc(C)cc2)C2C=CS(=O)(=O)C2)c1 (stereo not drawn)
 : -1.5, i, i, -0.9, 1.8, -3.4, -0.8, -4.3, 2.4, -3.3
Cc1ccc(NC(=O)/C=C/c2cccs2)c([N+](=O)[O-])c1
 : 1.7, i, i, 2.5, -1.0, -6.0, -1.4, -14.1, -4.3, -1.6
CCOc1ccc(N2CC(O)=C(c3nc4ccccc4c(=O)[nH]3)C2=N)cc1
 : 5.9, i, ·, 14.1, 2.4, -0.7, -0.5, 28.8, -2.2, 25.1
CCC(C)(C(=O)NC1CCCC1)N(Cc1cccs1)C(=O)c1ccccn1 (stereo not drawn)
 : 1.1, i, i, 6.8, -2.2, 1.5, 0.0, -0.1, -1.0, 1.5
Cc1ccc(NC(=O)CCNS(=O)(=O)c2cccc3nonc23)cc1
 : -1.8, i, i, -2.4, 1.9, -1.5, -0.7, -22.2, -6.9, 2.0
COc1ccc(CCNS(=O)(=O)c2ccc3[nH]c(=O)[nH]c3c2)cc1
 : -3.0, i, i, -0.7, 0.2, 3.4, -0.1, 1.7, -7.7, 0.4
CCOC(=O)c1cc(-c2ccc(C)o2)n[nH]1
 : 1.1, i, i, 2.8, -4.5, 0.0, -2.3, -2.4, -9.5, 1.1
CC(=O)NNc1cc(N2CCOCC2)nc(N2CCOCC2)n1
 : 0.6, i, i, 0.7, -1.1, -2.2, -0.9, -0.5, -22.2, -4.0
COc1ccc(C(=O)NCC(=O)OCCOc2ccc(Cl)cc2)cc1OC
 : 1.6, i, i, -2.0, 1.5, -6.6, 0.5, -0.8, 0.0, -1.1
Cc1ccc(-n2c(CCC(=O)O)ccc2-c2cccs2)cc1
 : 6.1, i, i, 1.2, 2.1, 2.3, -0.2, 1.3, -1.5, 15.0
Cc1ccc(S(=O)(=O)N2CCCC2)cc1C(=O)NCc1ccccc1CN1CCCC1
 : 1.1, i, i, 3.4, 1.3, -4.2, -0.7, -3.8, -0.2, -4.4
Nn1c(-c2ccccc2)cc(-c2ccccc2)cc1=O
 : -2.2, i, i, -2.7, -0.5, 3.5, -1.2, -3.7, 5.2, 1.0
COCCn1nnnc1C(c1cc2cc(C)cc(C)c2[nH]c1=O)N1CCN(c2ccccc2F)CC1 (stereo not drawn)
 : 1.9, i, i, -8.1, -1.8, -1.9, -0.1, -10.4, -2.6, -3.5
CN(C(=O)c1cccc(NC(=O)Cc2ccc(NC(=O)C3CCCN(S(=O)(=O)c4cccc([N+](=O)[O-])c4)C3)cc2)c1)C1CCCC1 (stereo not drawn)
 : 1.0, i, i, -0.1, -1.7, 20.1, 0.8, -3.6, -25.5, -9.1
O=C(NCc1ccccn1)c1nc(Cn2ccc([N+](=O)[O-])n2)no1
 : -0.7, i, i, -2.0, 2.7, 1.3, -1.2, -9.7, -3.4, 0.0
CC(=O)c1cccc(N(C(=O)c2csnn2)C(C(=O)NC2CCCC2)c2ccccc2)c1 (stereo not drawn)
 : -2.6, i, i, 4.8, -1.6, -4.6, -0.7, -0.7, -3.0, 2.4
COc1cccc(-c2cccc(NC(=O)C3CCN(Cc4cccc(C)n4)CC3)c2)c1
 : 0.0, i, i, 1.1, -0.6, -3.5, 0.1, 4.2, -6.7, 0.1
FC(F)(F)c1nnc(-c2ccccc2)nc1Oc1ccc(Cl)cc1Cl
 : -10.6, i, i, 1.8, 2.7, 3.8, -1.3, 6.4, -2.0, 5.0
CCCCOCCCNC(=O)C[C@@H]1C[C@@]2(C(=O)OC)CC(C)(C)CC=C2N(CCc2ccc(OC)c(OC)c2)C1=O
 : ·, ·, i, -1.1, ·, ·, 1.4, -4.5, ·, ·
CN1CCN(C(=O)CN(C2CCCCC2)S(=O)(=O)c2ccccc2)CC1
 : -2.3, i, i, -0.8, -0.6, -3.8, -1.0, -0.2, -5.5, 0.5
CN1CCN(C(=O)c2cc3c(=O)n4ccccc4nc3s2)CC1
 : 2.3, i, ·, 1.1, -2.5, 4.2, -0.5, -9.1, -3.8, -0.8
Cc1c(Cl)c([N+](=O)[O-])nn1CC(=O)N1CCN(Cc2ccccc2)CC1
 : 6.4, i, i, -7.7, 1.1, -3.5, 0.5, -9.6, -2.9, -1.5
Cc1cc(C=C(C#N)C#N)c(C)n1-c1ccccc1
 : -8.1, i, i, 5.7, -2.6, -1.7, -0.1, -4.9, -10.4, 6.2
Cn1c(=O)c2c(nc(NCc3ccco3)n2CC(O)COc2ccccc2)n(C)c1=O (stereo not drawn)
 : -2.8, i, i, 0.5, -4.0, 4.1, -0.4, 1.5, 7.2, -1.0
O=C(Nc1ccc(Cl)cn1)c1cccc2ccccc12
 : 0.2, i, i, -1.6, -2.7, -1.8, 1.3, 3.3, 2.3, -0.8
CN(C(=O)c1cccc(NC(=O)Cc2ccc(NC(=O)C3CCN(C(=O)C4CC4)CC3)cc2)c1)C1CC1
 : -1.8, i, i, 5.0, -2.5, -6.0, -2.6, 0.6, 4.1, 0.7
O=S(=O)(NCc1ccc(Cl)cc1Cl)c1ccc(N2CCOCC2)nc1
 : -2.5, i, i, -2.1, 0.0, -2.2, -0.5, -1.5, -7.8, 6.2
NC(=O)c1c(NC(=O)Cn2nc(C(=O)O)c3ccccc3c2=O)sc2c1CCCC2
 : -2.4, i, i, -2.4, -2.7, 8.7, 1.2, 9.7, -5.6, 4.8
CCn1ccnc1CNC(=O)c1ccc(OC2CCN(C(=O)COC)CC2)cc1
 : -1.3, i, i, -1.1, 3.1, -4.2, -0.8, -0.3, 4.0, 0.8

Next part:
Order of values – STEP inh, Rpn11 block, Neddyl block, CSN inh, Rin1-Abl PPI inh, NadD block, LMPTP block, SUMO1-SIM PPI, Scp1 inh, DNMT1 inh
O=C1NC[C@@H](c2ccccc2)OC(=O)[C@H](Cc2ccc(F)cc2)C/C=C\C[C@H]1CC(=O)N(CCO)Cc1ccccc1
 : 2.8, i, i, 1.6, -0.2, -6.4, 7.3, 2.2, 3.9, -2.1
N#Cc1c(-c2ccccc2F)cc(-c2cccnc2)nc1N
 : -2.1, i, ·, 7.9, -6.8, 0.8, -0.4, -7.7, -2.7, -0.5
O=S(=O)(NCc1ccccc1)c1ccc2c(c1)OCCO2
 : 0.0, i, i, -0.3, -1.1, 2.2, -0.3, 2.0, -7.7, -11.1
Cc1cccc(Cn2ccc(N)n2)c1
 : -1.2, i, i, 3.1, 3.3, -11.0, -1.6, -2.2, -2.5, -3.8
COc1ccc(OC)c(C(=O)c2coc3ccc(O)c(CN4CCOCC4)c23)c1
 : -3.1, i, i, 2.5, -1.9, 36.3*, 2.8, -2.3, -11.5, 6.0
COc1ccc(C(CC(=O)N2CCCCC2)NC(=O)C(F)(F)F)cc1 (stereo not drawn)
 : 6.4, i, i, -3.0, 1.1, -6.6, -0.9, 1.8, -2.6, -1.4
Cc1c(Cl)cccc1NC(=O)CSc1ncnc2c1cnn2CCO
 : 0.0, i, i, -4.3, -0.8, -1.9, -1.4, 9.1, 6.9, -0.3
CCc1c(C#N)c(SCCC(=O)Nc2ccc(C)cc2)nc2c1C(=O)CC(C)(C)C2
 : 4.1, i, i, 1.1, -1.7, -1.6, 3.8, -0.2, -14.9, -5.7
CCc1cc(C(=O)OC)c(NC(=O)CN2CCN(C(=O)C3CCCO3)CC2)s1 (stereo not drawn)
 : 5.8, i, i, 0.5, -3.9, -3.4, 0.2, 4.1, -5.5, 1.5
COc1ccc(N(C(=O)c2cccc([N+](=O)[O-])c2)S(=O)(=O)c2cccs2)cc1
 : 6.1, i, i, 7.1, -1.7, -1.0, -0.7, -13.6, 3.5, 1.5
COc1ccc(N2CCN(C(=O)c3cc(=O)c4cc(Cl)ccc4o3)CC2)cc1
 : 3.1, i, i, -1.8, -2.2, -0.7, -2.7, -5.6, -3.7, -0.9
Cc1ccc(CNC(=O)COC(=O)c2ccc(S(=O)(=O)N3CCOCC3)cc2)cc1
 : -0.8, i, i, -3.4, 5.3, -1.5, -0.4, 2.0, 5.3, -0.2
Cc1cccc(Oc2ccccc2NS(=O)(=O)c2ccc(CCC(=O)O)cc2)c1
 : 10.4, i, i, 0.0, -0.1, 0.4, 0.2, 12.1, 31.7, 44.1
COc1cccc(OC)c1OCCOc1ccccc1OC(C)C
 : -0.5, i, i, 2.8, 0.2, -1.6, 0.5, 10.6, -10.4, -0.1
C#Cc1cccc(-n2nnc(C(C)=O)c2C)c1
 : 1.9, i, i, 2.8, 2.0, -3.6, 0.8, 0.4, -1.2, -2.6
CC(C)c1ccc(OCC(=O)NCc2ccccc2)cc1
 : -0.2, i, i, 0.9, -1.6, -10.4, -0.4, 7.6, -9.5, -5.2
O=C(COc1ccccc1)Nc1c(C(=O)N2CCC(N3CCCCC3)CC2)oc2ccccc12
 : 0.3, i, i, -0.6, -2.3, -3.9, 0.9, -4.1, -4.5, 0.0

3 entries from above, as comma-separated lines.
Molecule,STEP inh,Rpn11 block,Neddyl block,CSN inh,Rin1-Abl PPI inh,NadD block,LMPTP block,SUMO1-SIM PPI,Scp1 inh,DNMT1 inh
CCOc1ccc(N2CC(O)=C(c3nc4ccccc4c(=O)[nH]3)C2=N)cc1,5.9,i,·,14.1,2.4,-0.7,-0.5,28.8,-2.2,25.1
O=C(COc1ccccc1)Nc1c(C(=O)N2CCC(N3CCCCC3)CC2)oc2ccccc12,0.3,i,i,-0.6,-2.3,-3.9,0.9,-4.1,-4.5,0.0
C#Cc1cccc(-n2nnc(C(C)=O)c2C)c1,1.9,i,i,2.8,2.0,-3.6,0.8,0.4,-1.2,-2.6

Three of the entries above in order of the Scp1 inh value, lowest first.
| structure | Rpn11 block | Neddyl block | CSN inh | Rin1-Abl PPI inh | NadD block | LMPTP block | SUMO1-SIM PPI | Scp1 inh | DNMT1 inh |
| --- | --- | --- | --- | --- | --- | --- | --- | --- | --- |
| O=S(=O)(NCc1ccccc1)c1ccc2c(c1)OCCO2 | i | i | -0.3 | -1.1 | 2.2 | -0.3 | 2.0 | -7.7 | -11.1 |
| COc1ccc(C(CC(=O)N2CCCCC2)NC(=O)C(F)(F)F)cc1 (stereo not drawn) | i | i | -3.0 | 1.1 | -6.6 | -0.9 | 1.8 | -2.6 | -1.4 |
| COc1ccc(N(C(=O)c2cccc([N+](=O)[O-])c2)S(=O)(=O)c2cccs2)cc1 | i | i | 7.1 | -1.7 | -1.0 | -0.7 | -13.6 | 3.5 | 1.5 |
